Assay outcomes deposited in PubChem by several laboratories.
FLuc act counter: affects firefly luciferase, flagging false hits in luciferase stimulation screens; ATPlite luciferase biochemical, luminescence, 10 min; 0 = ATP-free wells, 1 = DMSO control; P08659; activation factor at 10 µM; 200,000 tested, under 10 active; AID 1027;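 active = luciferase activation factor, scaled between plate controls, of at least 2 with compound at 10 µM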
Target sequence (P08659 whole entry, looked up): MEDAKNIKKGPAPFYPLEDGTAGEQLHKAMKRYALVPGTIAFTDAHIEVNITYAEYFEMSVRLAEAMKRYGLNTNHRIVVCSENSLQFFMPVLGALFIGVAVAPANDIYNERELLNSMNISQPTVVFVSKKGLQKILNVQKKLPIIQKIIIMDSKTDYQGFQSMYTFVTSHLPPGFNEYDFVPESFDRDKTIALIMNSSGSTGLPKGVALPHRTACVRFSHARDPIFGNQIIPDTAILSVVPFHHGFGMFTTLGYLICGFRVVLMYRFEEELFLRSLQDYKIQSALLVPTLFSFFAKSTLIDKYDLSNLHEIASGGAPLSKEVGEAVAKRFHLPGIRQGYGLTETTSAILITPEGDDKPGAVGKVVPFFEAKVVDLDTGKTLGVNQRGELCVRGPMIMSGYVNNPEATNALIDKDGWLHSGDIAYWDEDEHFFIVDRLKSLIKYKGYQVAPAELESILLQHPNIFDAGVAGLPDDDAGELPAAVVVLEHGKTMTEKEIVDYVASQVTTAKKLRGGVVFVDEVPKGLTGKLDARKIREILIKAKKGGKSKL
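System: cell-free luciferase reagent; medium: PBS as buffer for the ATP substrate; doses: test compounds dosed from 2 mM stocks in 100% DMSO; incubation: 10 min, room temperature; measured by: luminescence from luciferase reaction; read-out: luciferase activation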
bIAP act: intestinal alkaline phosphatase (bovine) activation; activation factor at 20 µM; purified bovine IAP, CDP-star luminescence, 30 min; active compounds read high; fold of DMSO-control signal, blank-subtracted; hit rate 0.17% among 200,000; AID 1016;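 active = activation factor of 2 or more at 20 µM, a signal rise over negative controls twice the positive control's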
PMI act satM6P: activators of human phosphomannose isomerase at near-saturating mannose 6-phosphate. coupled PMI enzyme assay, resazurin fluorescence, 20 min; active compounds read high; 1 = untreated enzyme, 0 = substrate-free blank. activation factor at 20 µM. P34949. AID 1216. hit rate 0.34% among 190,000;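 active = activation factor of 2 or more at 20 µM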
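Test system: human phosphomannose isomerase with PGI, G6PDH, diaphorase coupling enzymes; amount: 15 ng/mL PMI; incubation: enzyme reaction with compound 20 min at room temperature; technique: resorufin fluorescence (Ex 544/Em 590 nm) from resazurin via diaphorase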
TNAP inh hiacc: blocks human TNAP under high phosphate acceptor concentration. inhibition, % at 20 µM. P05186. hit rate 0.03% among 200,000. purified TNAP, CDP-star luminescence, 1 M DEA. AID 1135;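 active = over 50% inhibition of tissue-nonspecific alkaline phosphatase at 20 µM in the single-dose screen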;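 also: plate controls were DMSO wells for no effect and EDTA-quenched wells as full inhibition for full effect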
Target sequence (P05186 whole entry, looked up): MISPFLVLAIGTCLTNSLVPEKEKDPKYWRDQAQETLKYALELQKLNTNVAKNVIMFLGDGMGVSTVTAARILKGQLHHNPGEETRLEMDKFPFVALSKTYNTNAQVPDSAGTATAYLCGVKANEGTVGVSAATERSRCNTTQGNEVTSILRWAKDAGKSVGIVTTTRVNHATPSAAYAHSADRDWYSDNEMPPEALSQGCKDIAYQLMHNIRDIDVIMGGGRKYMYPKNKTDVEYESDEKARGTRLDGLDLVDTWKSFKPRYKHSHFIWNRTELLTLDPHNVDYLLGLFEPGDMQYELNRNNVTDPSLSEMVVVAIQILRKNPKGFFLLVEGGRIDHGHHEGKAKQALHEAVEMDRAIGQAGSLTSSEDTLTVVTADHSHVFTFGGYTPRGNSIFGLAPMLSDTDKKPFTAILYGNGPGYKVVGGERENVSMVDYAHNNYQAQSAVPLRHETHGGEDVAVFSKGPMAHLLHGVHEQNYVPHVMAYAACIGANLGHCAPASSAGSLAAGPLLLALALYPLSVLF
TNAP inh no acc: inhibitors of human TNAP without phosphate acceptor | hit rate 0.26% among 200,000 | purified TNAP, CDP-star luminescence, 30 min | inhibition, % at 20 µM | AID 1012 | P05186;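 active = tissue-nonspecific alkaline phosphatase inhibition above about 50% at 20 µM in the single-dose screen, limit read from the data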;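 also: 0% = DMSO negative control and 100% = EDTA positive control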
PMI activator: activators of human phosphomannose isomerase | P34949 | purified human PMI, coupled resazurin fluorescence, 20 min; active compounds read high; 1 = vehicle control, 0 substrate-free wells | AID 1214 | hit rate 0.005% among 190,000 | activation factor at 20 µM;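 active = activation factor of 2 or more at 20 µM, relative to plate controls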
FLuc inh counter: Photinus pyralis luciferase inhibition counter-screen; P08659; ATPLite firefly luciferase biochemical luminescence, 10 min; inhibition, % at 10 µM; hit rate 1.5% among 200,000;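 active = inhibition above about 50% when tested at 10 µM, limit read from the data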
NF-kB neuron act: NF-kB expression increase, human neuronal cells | NF-kB reporter expression; active compounds read high | fold change at 12.5 µM | hit rate 1.6% among 190,000; in the data active = fold change above about 3.3
TNAP act hi DEA: TNAP (human) activation, high acceptor | P05186 | purified TNAP, CDP-star luminescence, 1 M DEA, 30 min; active compounds read high; 0 = EDTA background, 1 = DMSO-only activity | activation factor at 20 µM | 200,000 tested, under 10 active;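 active = activation factor at least 2 at 20 µM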
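system = human TNAP | amount = enzyme diluted 1/800 final | reagent = 100 µM CDP-star substrate | signal = luminescent substrate turnover signal | dosing = one dose, 20 µM | benchmarks = EDTA negative control, DMSO positive control | measure = activation factor | timing = 30 min reaction, room temperature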
APP 5'UTR act: activates APP 5'UTR luciferase reporter | SH-SY5Y APP 5'UTR luciferase reporter, luminescence; zero percent = DMSO vehicle wells | activation, % at 2 µM | hit rate 1% among 190,000 | AID 1276;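 active = activation above a set limit, based on mean plus 3 SD of controls, cut at about 140% in these data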; also: values of inactives mirror those of a sister screen read the other way
Starred values were filed as active, the others as inactive.

nr	smiles	FLuc act counter	bIAP act	PMI act satM6P	TNAP inh hiacc	TNAP inh no acc	PMI activator	FLuc inh counter	NF-kB neuron act	TNAP act hi DEA	APP 5'UTR act
1	COc1ccc(C(c2nnnn2C(C)(C)C)N2CCN(C)CC2)cc1OC (configuration not stated)	1.1	1.1	1	-7	-11	1.1	-7	1.1	1.1	9
2	O=C(/C=C/c1ccc[nH]1)c1ccccc1	0.6	1	0.7	8	5	1.2	41	2.1	0.9	39
3	CC(=C/c1ccccc1)/C=N/n1c(-c2ccncc2)n[nH]c1=S	1	1	0.7	1	-1	0.7	-3	2	1	-20
4	CCN1C(=O)N/C(=C/c2ccc(Sc3ccc(C)cc3)o2)C1=O	1.1	0.9	0.9	-5	-8	1.1	-6	0.93	1	1
5	Cc1cccc(N(C)C(=O)CCS(=O)(=O)c2cccc3nonc23)c1	1	0.9	1	7	-2	0.9	-2	1.8	0.9	-9
6	CCN(CCn1cccn1)Cc1nc(Cc2cccc(F)c2)no1	1.1	1.1	0.9	-4	-4	0.8	-6	1.8	1	13
7	Cc1cc(-c2nnc(SCC(=O)N3C(C)CCCC3C)o2)no1 (configuration not stated)	1	0.9	0.9	-4	-8	0.9	-2	1.1	1	6
8	COC(=O)c1[nH]nc2c1C(=O)N(C1CCCCC1)C2=O	1	0.9	1	0	-2	1	-2	1.1	1	14
9	CCCCn1c(NC(=O)c2ccccc2Cl)c(C#N)c2nc3ccccc3nc21	1.1	0.9	0.5	-4	-2	0.9	-13	0.67	1	-8
10	COC(=O)c1nc2cc(C)ccn2c1F	1	1	1	1	-2	1	-3	1.3	1	41
11	O=C(CSc1nc2ccccc2o1)Nc1ccc(N2CCOCC2)c(Cl)c1	1	0.9	0.8	3	-4	0.8	-3	1.3	1	194*
12	O=c1ccc(OCCOc2ccccc2)nn1-c1ccccc1	1.1	0.9	1	-4	-10	1	-6	1.1	1	8
13	O=C(Nc1ccc(N2CCCCCC2)cc1)c1ccccc1Cl	0.9	0.8	0.7	-6	-12	0.8	8	4.7*	1.1	107
14	O=C1OCC(CO)(CO)N=C1NNc1cc(Cl)ccc1Cl	1	0.9	1.8	-3	-9	1.4	-4	1.1	1	-2
15	CCCCCCSC1=C(C#N)C(=O)NC2(CCCCC2)S1	1	1	1.3	0	-1	1.1	-3	1.7	1	0
16	CC(CNC(=O)C(C)(C)C)NC(=O)C(C)(C)C (configuration not stated)	1.1	1	1.1	-5	-10	1.1	-5	1.2	1	-6
17	CC(C)c1nc(CNC(=O)CCc2nnc(-c3ccsc3)o2)cs1	1.1	0.9	0.9	-6	-11	0.9	-6	1.7	1.1	0
18	COC(=O)CNC(=O)C(CCSC)NC(C)=O (configuration not stated)	1.1	1	1	-2	-4	0.9	-6	1.1	1	10
19	COC(=O)c1ccccc1NC(=O)C1CC(=O)N(C2CCCCC2)C1 (configuration not stated)	1	1.1	0.9	1	-2	1	0	1.4	1	35
20	COc1cccc(CC2(CO)CCCN(Cc3cn[nH]c3-c3ccccc3)C2)c1 (configuration not stated)	1	1.2	1.1	0	3	1	3	0.8	1	9
21	CN1/C(=C\C(=O)c2cccnc2Cl)C(C)(C)c2ccccc21	1	0.6	1	-2	-4	1	0	0.99	1	6
22	CCOc1ccccc1Nc1ncccc1C(=O)N1CCCC1	1	1	1	-6	5	1	-1	0.8	1.1	8
23	N#CC(C(=O)OC1CCCCC1)c1nc2ccccc2nc1N1CCCCC1 (configuration not stated)	1	0.9	1	8	8	1	1	0.77	0.9	10
24	CC(C)(C)n1nnnc1CN1C2CCC1CC(NC(=O)Nc1ccccc1)C2 (configuration not stated)	1.1	2.2*	0.9	-6	-9	1	-6	1.2	1.1	4
25	CN(C)/C=C(\C#N)C(=O)N/N=C/c1ccccc1	1	1.1	1.4	-5	-14	1.6	1	2	1	15
26	CSCCC(NC(=O)c1ccco1)C(=O)OC(C)C(=O)NC(=O)NC1CCCCC1 (configuration not stated)	1.1	0.9	1	-2	-12	0.9	-7	1	1	-2
27	CCN1CCN(Cc2cc(=O)oc3cc(C)cc(C)c23)CC1	1.1	1	0.9	-1	-4	0.8	-5	1.3	1	3
28	O=c1nc(Nc2ccc(OCc3ccccc3)cc2)sc2ncccc12	1.1	1	1	-5	-20	1	-6	1.7	1	-14
29	O=C(c1ccc(-c2cccc(Cl)c2Cl)o1)N1CCOCC1	0.7	0.9	1	0	-6	1	29	4.5*	1	108
30	CC(=O)c1cccc(NC(=O)NCCS(C)=O)c1 (configuration not stated)	1.1	0.9	1	-11	-16	1	-9	1.5	1.1	19
31	CCc1ccc(NC(=S)NC2CC3CCC(C2)N3Cc2ccco2)cc1 (configuration not stated)	1.1	0.9	0.8	-3	-5	0.9	-10	0.99	1	9
32	CCSc1nnc(-c2cccs2)o1	1	1	1	-6	-15	0.9	-3	1.4	1.1	0
33	COCc1cc(C)n(CC(=O)NC(C)c2ccccc2)c(=O)c1C#N (configuration not stated)	1	1	0.9	-2	-4	1	0	1.2	1	6
34	Cc1ccc2c(c1)C1NC(=S)NC(C)(O2)C1C(=O)Nc1ccc(Cl)cc1 (configuration not stated)	1	1	1	-2	1	1	-2	0.64	1	24
35	COCCNC(=O)c1ccc(N2CCC3(CC2)OCCO3)c([N+](=O)[O-])c1	1	1	1	1	-9	1	-2	1	1	5
36	Cc1cc(C)n2c(nc3ccccc32)c1C(=O)NCc1ccccc1	1	1	1.1	-4	-26	1.1	2	0.97	1	-17
37	COC(=O)c1c(C)oc2cc(Br)c(OCC(=O)C(C)(C)C)cc12	1.1	0.9	0.9	-3	-15	0.9	-6	1.2	1	7
38	Cc1ccc(C(C)n2cc(C(=O)NCc3cccnc3)nn2)cc1 (configuration not stated)	1	0.9	1	-7	-11	0.9	-3	0.91	1.1	-7
39	CCC(=O)c1cc(-c2nc3ccccc3n2C)n(C)c1	1.1	1	0.9	-3	-14	1	-6	1.2	1	-13
40	Cc1oc(-c2ccc(-c3ccccc3)cc2)nc1CN1CCN(CC(=O)N(C)C)CC1	0.6	1.2	0.9	-4	-10	0.9	39	2	1	90
41	CCCCn1nnc(NC(=O)COc2ccc(Cl)c(C)c2)n1	1.1	1	1	-3	-6	1.1	-9	1.3	1	16
42	O=[N+]([O-])c1cc2c(c(CSc3nnc(Nc4ccccc4)s3)c1)OCOC2	1.1	0.8	1.1	-12	-1	1.2	-8	1.1	1.1	28
43	CCn1c(NC(=O)c2cccs2)nc2ccccc21	0.9	1.2	1.2	-5	-4	1.1	6	2.1	1.1	8
44	COCC(=O)n1nc(-c2ccccc2)nc1NCc1ccc(F)cc1	1	0.9	0.9	-1	28	1	-2	1.4	1	24
45	C(#Cc1ccccc1)CN1CCN(c2ccccn2)CC1	1.1	1	1.1	-7	4	1.1	-10	1	1.1	0
46	Cc1cccn2cc(CNC(=O)C3CCCCC3)nc12	1.1	1.2	0.9	-4	-13	0.9	-9	1.2	1	2
47	NC(=O)[C@@H]1CCCNc2c(I)cc([N+](=O)[O-])cc2C(=O)N[C@@H](Cc2ccccc2)C(=O)N[C@@H](Cc2cnc[nH]2)C(=O)N1	1.1	0.6	1.4	-2	-6	1.3	-5	1.2	1	1
48	CSc1ncccc1C(=O)OCc1ccccc1Cl	1	1	0.8	-2	-8	1	3	1.7	1	1
49	CN(/N=C/c1cccnc1)C1=NS(=O)(=O)c2ccccc21	1	0.7	1	1	-10	1	-4	0.95	1	-14
50	O=C(Nc1ccc(N2CCOCC2)cc1)Nc1ccc(Cl)c(Cl)c1	1.1	0.9	0.9	-4	-10	0.9	-8	0.99	1	46
51	CCOC(=O)C1CCN(C(=S)Nc2ccc(S(N)(=O)=O)cc2)CC1	1	0.9	0.8	-7	-7	0.9	2	1.2	1.1	-5
52	O=C(N/N=C/c1ccccc1O)C(=O)Nc1ccccn1	0.8	1.4	1.3	-7	-135	1.1	18	1.4	1.1	0
53	CCCCCCCOc1ccc(OC(=O)c2ccncc2)cc1	1	0.8	1	-1	-2	0.9	-3	8.6*	1	-3
54	CNC(=O)CN(c1ccc(C(C)C)cc1)S(C)(=O)=O	1.1	0.8	1	-3	-9	1	-5	1	1	-3
55	COc1cccc(NC(=O)N(Cc2ccco2)C(C)c2cccs2)c1 (configuration not stated)	1.1	0.8	0.9	-2	-17	0.9	-6	1.1	1	5
56	O=C(CCCOc1ccc(Cl)cc1Cl)N/N=C/c1cccc([N+](=O)[O-])c1	1	1	1	-5	-6	0.9	-4	0.9	1.1	-8

Structures listed above printed as active in APP 5'UTR act:
item | mol | bIAP act | PMI act satM6P | TNAP inh hiacc | TNAP inh no acc | PMI activator | NF-kB neuron act | TNAP act hi DEA | APP 5'UTR act
11 | O=C(CSc1nc2ccccc2o1)Nc1ccc(N2CCOCC2)c(Cl)c1 | 0.9 | 0.8 | 3 | -4 | 0.8 | 1.3 | 1 | 194*

The results go on:
nr	smiles	FLuc act counter	bIAP act	PMI act satM6P	TNAP inh hiacc	TNAP inh no acc	PMI activator	FLuc inh counter	NF-kB neuron act	TNAP act hi DEA	APP 5'UTR act
57	CCN(CC)C(=O)Oc1ccc2c(=O)c(-c3ccccc3)coc2c1	0.8	0.8	1.1	-1	-5	1	22	4.6*	1	44
58	O=C(Nc1ccc(N2CCCC2)c(S(=O)(=O)Nc2cccc(C(F)(F)F)c2)c1)c1cccs1	1	1	0.8	1	-7	0.8	-3	1.1	1	2
59	COc1ccc(N(C(=O)COc2ccc(C)cc2)S(=O)(=O)c2ccc(C)cc2)cc1	1.1	0.8	1	-3	7	0.8	-10	0.87	1	-7
60	CC(C)(C)C1CCc2c(C(=O)NNC(=O)/C=C/C(=O)O)csc2C1 (configuration not stated)	0.9	1	1.1	5	-37	1.1	12	1.2	1	-5
61	CC1(c2ccccc2Cl)NC(=O)N(CC(=O)NCCC2=CCCCC2)C1=O (configuration not stated)	1	0.9	1	-4	-8	1.1	-3	0.9	1	-10
62	C/C(=N\NC(=O)CSCc1ccc([N+](=O)[O-])cc1)c1ccccc1	1	1	1	2	-10	0.9	-2	0.9	1	9
63	O=C(CN1C(=O)S/C(=C/c2cc(Br)cs2)C1=O)N1CCOCC1	1.1	1	1	0	0	1	-7	0.88	1	15
64	COc1ccc(-c2cc(C(F)(F)F)nc(SCC(=O)Nc3ccc4c(c3)OCO4)n2)cc1	1	0.7	0.9	-1	-4	0.8	-4	1.2	1	-9
65	COc1ccc(Cn2c(=S)[nH]c3cc(OC)c(OC)cc3c2=O)cc1	1	1.2	0.9	-3	-10	0.9	3	1.2	1	13
66	Cc1ccnn1CC(=O)N/N=C/c1ccc2c(c1)OCO2	1	0.9	1.1	-4	-14	1	2	1.2	1	21

Five compounds from above, limited to APP 5'UTR act, NF-kB neuron act and TNAP inh hiacc.
| cpd | compound | APP 5'UTR act | NF-kB neuron act | TNAP inh hiacc |
| --- | --- | --- | --- | --- |
| 62 | C/C(=N\NC(=O)CSCc1ccc([N+](=O)[O-])cc1)c1ccccc1 | 9 | 0.9 | 2 |
| 63 | O=C(CN1C(=O)S/C(=C/c2cc(Br)cs2)C1=O)N1CCOCC1 | 15 | 0.88 | 0 |
| 64 | COc1ccc(-c2cc(C(F)(F)F)nc(SCC(=O)Nc3ccc4c(c3)OCO4)n2)cc1 | -9 | 1.2 | -1 |
| 65 | COc1ccc(Cn2c(=S)[nH]c3cc(OC)c(OC)cc3c2=O)cc1 | 13 | 1.2 | -3 |
| 66 | Cc1ccnn1CC(=O)N/N=C/c1ccc2c(c1)OCO2 | 21 | 1.2 | -4 |
